LYPLA1 counter: LYPLA1 (human) inhibition in PME1 counter-screen; O75608; recombinant LYPLA1, FP-Rh probe fluorescence polarization; inhibition, % at 5.9 µM; 0.16% of 320,000 active; AID 2174;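 active means inhibition above the mean of all tested compounds plus 3 SD, set per campaign, cut at about 14% in these data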;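 further: inhibitors block serine hydrolase probe labeling of LYPLA1 so polarization falls; 0% = enzyme with DMSO and 100% = wells lacking LYPLA1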
Target sequence (O75608 whole entry, looked up): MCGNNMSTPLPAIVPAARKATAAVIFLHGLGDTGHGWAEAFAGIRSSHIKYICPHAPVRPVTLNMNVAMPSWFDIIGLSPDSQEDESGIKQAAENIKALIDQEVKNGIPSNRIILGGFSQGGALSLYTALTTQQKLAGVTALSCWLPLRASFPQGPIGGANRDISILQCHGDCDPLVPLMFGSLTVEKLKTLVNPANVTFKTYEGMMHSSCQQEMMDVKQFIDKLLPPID
PAFAH1B3 FP inh: PAFAH1B3 (human) inhibition; 0.28% of 340,000 active; AID 492972; inhibition, % at 3.39 µM; Q15102; recombinant PAFAH1B3, FP-rhodamine probe, fluorescence polarization;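 active means inhibition above the screen-wide average of all tested compounds plus 3 SD, cut at about 25% in these data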;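 further: 0% = enzyme with DMSO only and 100% = wells lacking PAFAH1B3 protein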
PAD4 FP inh: PAD4 (human) enzyme inhibition; AID 485272; 0.41% of 330,000 active; inhibition, % at 6.36 µM; recombinant PAD4, RCA probe fluorescence polarization; Q9UM07;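 active means percent inhibition above a cutoff equal to the mean of all tested compounds plus 3 SD, cut at about 15% in these data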;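 further: 0% = PAD4 with RCA probe and DMSO and 100% = probe without PAD4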
Target sequence (Q9UM07 whole entry, looked up): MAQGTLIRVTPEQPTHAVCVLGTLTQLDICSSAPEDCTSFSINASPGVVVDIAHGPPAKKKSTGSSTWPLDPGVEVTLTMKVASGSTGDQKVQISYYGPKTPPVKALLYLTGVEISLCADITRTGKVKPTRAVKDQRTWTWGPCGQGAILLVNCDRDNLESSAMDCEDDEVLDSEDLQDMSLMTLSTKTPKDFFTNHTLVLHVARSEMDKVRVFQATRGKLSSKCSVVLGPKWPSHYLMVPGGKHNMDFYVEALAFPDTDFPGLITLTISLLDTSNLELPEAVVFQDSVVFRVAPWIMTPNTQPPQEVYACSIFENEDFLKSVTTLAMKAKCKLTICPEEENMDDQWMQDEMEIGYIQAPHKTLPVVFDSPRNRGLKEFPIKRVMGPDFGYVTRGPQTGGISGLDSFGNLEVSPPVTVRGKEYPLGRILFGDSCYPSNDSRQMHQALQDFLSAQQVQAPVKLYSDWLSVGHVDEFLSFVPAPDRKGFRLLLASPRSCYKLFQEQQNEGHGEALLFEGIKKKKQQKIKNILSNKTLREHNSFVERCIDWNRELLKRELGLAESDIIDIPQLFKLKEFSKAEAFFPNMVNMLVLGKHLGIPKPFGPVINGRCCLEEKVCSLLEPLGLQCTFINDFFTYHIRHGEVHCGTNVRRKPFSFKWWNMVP
PME-1 inh: PME-1 (human) inhibition; Q9Y570; recombinant PME-1, FP-Rh probe fluorescence polarization; inhibition, % at 5.9 µM; 0.53% of 320,000 active;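 active means inhibition above the campaign mean of all compounds plus 3 SD, cut at about 26% in these data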;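 further: competitive labeling of PME-1 active site by serine hydrolase directed probe; 0% = PME-1 with DMSO and 100% = wells lacking PME-1 enzyme; inhibitors block probe labeling so polarization falls and inhibition rises; many of its hits are not listed in these tables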
PAFAH2 FP inh: PAFAH2 (human) inhibition | Q99487 | recombinant PAFAH2, FP-rhodamine activity probe, fluorescence polarization | inhibition, % at 3.39 µM | 0.99% of 340,000 active | AID 492956;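 active means inhibition above the mean over all tested compounds plus 3 SD, cut at about 30% in these data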;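 further: inhibitors block probe labeling of enzyme so polarization drops; 0% = enzyme with DMSO and 100% = wells lacking PAFAH2 protein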
PAFAH1B2 inh: inhibitors of human PAFAH1B2. 1.2% of 340,000 active. recombinant PAFAH1B2, FP-rhodamine activity probe, fluorescence polarization. inhibition, % at 3.39 µM. P68402;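 active means inhibition above the mean of all tested compounds plus 3 SD, cut at about 24% in these data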;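 further: 0% = enzyme with DMSO and 100% = wells lacking PAFAH1B2; many of its hits are not listed in these tables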
GSTO1 inh: blocks human GSTO1 in RBBP9 counter-screen; P78417; recombinant GSTO1, activity-based probe fluorescence polarization; inhibition, % at 5.96 µM; 1.1% of 300,000 active;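 active means inhibition above the campaign mean inhibition plus 3 SD, cut at about 35% in these data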;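 further: 0% = GSTO1-1 with DMSO and 100% = wells lacking GSTO1-1 enzyme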
pPAFAH FP inh: pPAFAH (human) enzyme inhibition | inhibition, % at 3.39 µM | recombinant pPAFAH, FP-rhodamine probe fluorescence polarization | 1.5% of 330,000 active | Q13093 | AID 463082;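 active means inhibition above the mean inhibition across the screen plus 3 SD, cut at about 25% in these data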;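 further: inhibitors block binding of the rhodamine activity-based probe so polarization drops; 0% = enzyme with DMSO and 100% = wells lacking pPAFAH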
LYPLA2 inh: LYPLA2 (human) inhibition in PME1 counter-screen | O95372 | recombinant LYPLA2, FP-Rh probe fluorescence polarization | inhibition, % at 5.9 µM | 0.38% of 320,000 active;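 active means inhibition above the screen-wide mean plus 3 SD, limit set per campaign, cut at about 26% in these data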;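 further: 0% = LYPLA2 with DMSO and 100% = wells lacking LYPLA2 enzyme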
* marks the source's active call; other numbers are inactive results; nt = not tested or not shown. These rows are one share of the data; rates above refer to the full screens.

SMILES	LYPLA1 counter	PAFAH1B3 FP inh	PAD4 FP inh	PME-1 inh	PAFAH2 FP inh	PAFAH1B2 inh	GSTO1 inh	pPAFAH FP inh	LYPLA2 inh
COC(=O)[C@]1(C)CCC[C@@]2(C)C3CC[C@@]4(C)C[C@]3(CCC21)CC(=O)N4Cc1ccc(OC)cc1 (some centres not stated)	-2	2	-7	-7	-6	-2	nt	1	2
CCOc1ccc(NC(=O)CN2C(=O)COc3ccc(S(=O)(=O)N4CCCC4)cc32)cc1	0	8	1	-3	-5	5	8	5	-2
CCC1(c2ccccc2)NC(=O)N(CC(=O)Nc2ccc(OC)nc2)C1=O (configuration not stated)	5	11	-4	-2	6	6	3	-3	6
O=C1CC(C(=O)Nc2ccccc2)S/C(=N\N=C\c2ccco2)N1 (configuration not stated)	1	5	-3	0	2	2	-4	8	1
O=C(COC(=O)CCc1nc2ccccc2c(=O)[nH]1)Nc1ccc2c(c1)OCO2	0	3	-2	-4	-3	3	3	0	-1
CCNC(=O)CC(=O)Nc1ccccc1C(=O)O	0	-4	0	0	10	-1	-1	2	-4
O=C(NN=C1CCCCCC1)c1cccs1	-4	4	-2	4	-5	-3	-1	3	-3
Cc1ccccc1CC(=O)Nc1ccc(S(=O)(=O)N2CCOCC2)cc1	1	3	3	-1	4	7	-1	5	5
CCOC(=O)c1c(NC(C)=O)sc2c(O)c(Br)cc(Br)c12	13	4	-4	4	0	5	22	10	4
COc1ccc(C)c2sc(=NC(=O)c3cccc(N4C(=O)CCC4=O)c3)n(C)c12	-7	0	-3	3	-2	-2	3	6	-5
O=c1c2c(-c3cccs3)csc2ncn1/N=C/c1ccc(OC(F)F)cc1	1	-7	2	-17	-13	0	0	-3	3
Cc1cc(C)c(NC(=S)N(CCN2CCCCC2)Cc2ccco2)c(C)c1	2	-2	0	-2	1	1	17	1	6
CCC(C)c1ccc(S(=O)(=O)Nc2cccnc2)cc1 (configuration not stated)	-3	4	-5	2	1	13	-4	4	0
O=C(COC(=O)Cc1ccc(F)cc1)NC1CCCCC1	0	6	-2	-2	5	5	nt	21	-3
CCN1CCN(CCCNC(=O)CS(=O)(=O)Cc2nc(-c3ccccc3C)oc2C)CC1	-1	0	3	-11	-2	2	12	-1	4
COC(=O)Oc1cncc(C(=O)O)c1	-2	4	-5	5	9	4	15	-3	1
Cc1ccc2[nH]c(=O)c(C(c3nnnn3C3CCCC3)N(Cc3cccnc3)Cc3ccco3)cc2c1 (configuration not stated)	0	2	-4	12	2	-1	-4	5	1
COc1ccccc1NS(=O)(=O)c1cc(N)ccc1N1CCOCC1	nt	11	2	nt	3	5	nt	-3	nt
O=[N+]([O-])c1cc(S(=O)(=O)N2CCCC2)ccc1OCc1ccccc1	2	7	-1	9	4	-1	0	7	9
CCC(C)C(=O)Nc1nnc(CCc2ccccc2)s1 (configuration not stated)	1	8	-3	-6	3	4	2	8	6
O=C(CCc1ccccc1)NNC(=O)COc1ccccc1Cl	2	2	4	-4	14	3	12	3	7
C[C@@H]1NC(=O)[C@@]2(C)[C@@H](c3ccccc3)[C@H]3COc4ccccc4[C@@H]3N2C1=O	0	7	-4	4	10	5	nt	1	2
COc1ccc(C(=O)Nc2nnc(C3=COCCO3)o2)cc1OC	-2	11	-4	3	-4	2	1	0	-2
CC(C)Cn1nc(C(=O)OCC(=O)NCC(F)(F)F)c2ccccc2c1=O	0	4	2	-2	-8	3	5	2	-2
Cc1cccc(-c2c3c(=O)n(C)c(=O)n(C)c3cn2C2CCCCC2)c1	-1	0	-1	2	-8	1	-4	13	-3
Cc1nnc(SC(C)C(=O)Nc2ccc(Cl)cc2Cl)[nH]c1=O (configuration not stated)	nt	-1	3	nt	1	2	nt	-2	nt
Cc1c(C(=O)NCCn2ccc3ccccc32)cccc1[N+](=O)[O-]	1	3	-6	10	0	3	5	-3	2
NC(=O)c1nsc(C(=O)N(CC(=O)NC2CCCC2)Cc2ccc3c(c2)OCO3)c1N	-2	7	-6	-1	0	-1	-5	1	3
Cc1ccc(C(=O)N2C3=C(CCCC3)C(=O)NC23CCCCC3)cc1	-3	-5	-1	-7	11	4	-6	0	-5
COc1ccc(CN2CCN(Cc3nc4ccccc4s3)CC2CCO)c(C)c1C (configuration not stated)	-7	6	-1	-1	2	-1	5	-4	-3
COC(=O)CN1C(=S)N(c2ccc(F)cc2)C(=O)C1CC(=O)Nc1ccccc1 (configuration not stated)	-2	8	-6	-10	0	2	-9	0	-7
Cc1nn(Cc2ccc(Cl)cc2Cl)c(C)c1NC(=O)CCl	3	8	-4	2	3	2	97*	7	-1
Cc1ccc(NCCC(=O)c2cccc([N+](=O)[O-])c2)c(C)c1	1	-1	2	3	-3	4	7	1	3
COc1ccc(Oc2ccc(C(F)(F)F)cc2NC(=O)c2ccc(C)cc2)cc1	-4	nt	-2	1	nt	nt	-11	-7	-15
CNS(=O)(=O)c1ccc(NC(=O)c2cc(-c3ccncc3)nc3ccc(Cl)cc23)cc1	-6	-37	4	-4	-55	-34	-1	1	-7
CC(=O)c1ccc(NC(=O)CCCN2C(=O)COc3ccc(C)cc32)cc1	-2	3	-3	-1	11	3	-7	6	-1
CCC(CC)c1nnc(NC(=O)CS(=O)(=O)Cc2ccccc2)s1	0	10	-1	-4	2	10	-11	9	5
O=C(CNCCc1ccc(Cl)cc1)Nc1ccc(C(=O)N2CCCCC2)cc1	5	5	-1	-3	-7	16	6	13	8
N#Cc1ccccc1S(=O)(=O)N1CCN(C(=O)Cc2n[nH]c(=O)c3ccccc23)CC1	nt	8	3	nt	8	4	nt	-5	nt
COCc1nnc(NS(=O)(=O)c2ccc(Br)cc2)s1	-2	-2	3	-5	0	12	15	-8	1
COc1ccc(/C=C(\NC(=O)c2ccc(OCC(C)C)cc2)C(=O)OCc2ccco2)cc1	-11	-11	2	-8	-18	-8	-9	-1	-12
Cc1cccc(NC(=O)CCC(=O)N2CCOCC2)n1	3	6	-1	1	2	9	nt	-2	4
O=C(NCC(=O)N(c1cccc(F)c1)C(C(=O)NC1CCCC1)c1cccnc1)c1cccs1 (configuration not stated)	4	11	-5	-2	4	2	4	3	3
COc1cccc(-c2cccc(NC(=O)C3CCN(CC4CCOC4)CC3)c2)c1 (configuration not stated)	-3	11	0	-5	-6	6	2	3	-2
CC1(C)Cc2c(cnn2-c2ccc(F)cc2)C(NC(=O)c2ccoc2)C1 (configuration not stated)	1	-1	1	0	-6	3	2	-1	-2
COc1ccccc1-n1c(CCC(=O)O)ccc1-c1ccccc1	3	5	-5	2	3	3	8	5	5
C[C@@H](NC(=O)C1(c2ccccc2)CCN(C(=O)OC(C)(C)C)CC1)C(=O)N[C@@H](Cc1ccccc1)C(=O)O	2	7	0	-1	-2	4	0	5	6
COc1ccccc1N(C)S(=O)(=O)c1ccc(C(=O)OCC(=O)NCc2ccco2)cc1	0	0	-1	3	14	4	6	10	-1
O=C(Cn1nc(C(F)(F)F)c2c1CCCC2)NCc1ccco1	-2	2	2	-11	-4	2	15	0	-5
CCC(=O)NC(=S)Nc1cccc(NC(=O)CC)c1	-2	2	6	-2	-3	0	7	3	5

Next part.
SMILES	LYPLA1 counter	PAFAH1B3 FP inh	PAD4 FP inh	PME-1 inh	PAFAH2 FP inh	PAFAH1B2 inh	GSTO1 inh	pPAFAH FP inh	LYPLA2 inh
N#Cc1ccc2[nH]c(CO)c(-c3ccccc3)c2c1	1	2	-4	10	5	1	2	15	5
CCOC(=O)C1CCN(c2cc(=O)n(-c3ccccc3Cl)c(=O)[nH]2)CC1	0	6	1	1	8	3	-6	3	-1
Cc1noc(NS(=O)(=O)c2ccc(N/C=C/C(=O)c3cccnc3)cc2)c1C	-1	1	0	0	8	3	1	1	-3
CC(=O)Nc1ccc(NC(=O)C(C)OC(=O)/C=C/c2cccs2)cc1 (configuration not stated)	-2	-3	-1	2	-2	2	3	1	3
COc1ccc(NS(=O)(=O)c2ccc(NC(=S)NC(=O)c3cccc(F)c3)cc2)nn1	2	4	2	-6	6	-4	1	2	1
O=C(O)COc1ccc(/C=N/NC(=O)COc2nsnc2N2CCOCC2)cc1	-3	6	1	6	-9	-1	0	3	4
CCCc1cc(=O)oc2c(C)c(OCC(=O)N3CCC[C@@H]3C(=O)O)ccc12	3	3	2	5	14	4	9	-4	1
Cc1cc(C(=O)CSc2nnc(-c3ccco3)o2)c(C)n1C	nt	4	-2	nt	9	7	nt	4	nt
Cc1cc(C(F)(F)F)nc(SCC(=O)Nc2ccccc2)n1	-2	1	2	0	5	4	6	2	4
Cc1nc(C)c(C(=O)N(c2ccccc2F)C(C(=O)NCC2CCCO2)c2ccccc2)s1 (configuration not stated)	-3	9	1	3	-2	-4	1	-1	-4
COc1ccc(NC(C)=O)cc1NC(=O)CSc1nnc(-c2ccc(F)cc2)n1N	1	5	-6	3	1	4	-2	1	0
COc1cccc(-c2ncc3ccccc3c2COC(=O)c2cccc(Br)c2)c1	-3	-2	0	-7	9	2	nt	-2	-9
O=C(NCc1ccco1)/C(=C\c1cccs1)NC(=O)c1cccs1	0	8	0	3	1	4	3	4	2
CCOC(=O)CNC(=O)c1cccs1	7	9	4	0	2	4	6	1	8
CCOc1cc(NC(=S)NCC(C)C)c(OCC)cc1NC(=O)c1ccco1	2	6	-1	-2	-2	0	1	5	3
Cc1nc2scc(-c3ccccc3)c2c(=O)n1/N=C/c1ccco1	0	5	-5	6	1	0	-1	2	9
Cc1ccc(C)c(NC(=O)c2cnc3n(c2=O)CCS3)c1	2	5	-2	-4	-9	-2	4	-1	2
Cc1cccc(NC(=O)CS(=O)(=O)c2cn(C)c3ccccc23)c1	3	-2	0	-8	17	5	1	8	13
CC1(C)C=Cc2c(ccc(-c3coc4cc(O)ccc4c3=O)c2O)O1	1	nt	7	-2	nt	nt	-7	-1	4
Cc1cc(Nc2ccc(C)c(C)c2)c2ccccc2n1	-2	9	0	-1	5	-4	0	2	1
CCCOc1ccc(C2NC(=O)NC2=O)cc1 (configuration not stated)	6	5	-2	-1	2	0	1	0	3
Cn1cc(CNC(=O)/C=C/c2ccc(Cl)cc2)cn1	-2	3	1	-2	1	2	-2	6	0
COc1ccc(-c2csc(NC(=O)C3CSC4(C)CCC(=O)N34)n2)cc1 (configuration not stated)	2	-1	4	4	3	-4	nt	-1	4
Nc1cc(C(=O)OCC(=O)NNC(=O)c2ccccc2)ccc1Cl	2	4	0	3	4	7	6	18	-1
COc1ccc2cc(/C(C)=N/NC(=O)c3cc(-c4cccnc4)nc4ccccc34)ccc2c1	0	4	2	0	3	-4	2	-1	-1
Cc1ccc(NC(=O)c2ncn[nH]2)cc1	-1	-1	-133	2	4	1	1	2	-1
CNC(=O)c1ccc(CNC(=O)OCc2ccccc2)cc1	-4	7	-2	4	8	7	6	2	-5
Cc1ccc(S(=O)(=O)Nc2cc(-c3ccc(Cl)cc3)nn2C)cc1	0	nt	-3	-5	nt	nt	1	11	2
COCCCNC(=O)C(=O)NCC1CCCN1S(=O)(=O)c1cccs1 (configuration not stated)	3	1	7	-1	2	2	-1	0	8
N/C(=N\OC(=O)c1cccc(Br)c1)c1ccncc1	2	-2	-2	1	1	-1	-2	3	4
Cc1cc(C)c2cc3c(N)c(C(=O)N4CCOCC4)sc3nc2c1	0	3	-4	14	-6	-7	2	0	-4
Clc1ccc(OCCn2cnc3ccccc32)cc1	-4	-1	-1	0	4	2	-5	1	3

Source: PubChem BioAssay (The Scripps Research Institute Molecular Screening Center)
